PMK inhibit = S. pneumoniae PMK inhibitors, primary screen, biochemical, mevalonate pathway, pilot trial included. phosphomevalonate kinase (Streptococcus pneumoniae D39). purified PMK, PK/LDH-coupled NADH absorbance 340 nm. inhibition, % at 10 µM. hit rate 0.49% among 65,000. AID 539, 2006;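 active = top-ranked compounds by inhibition in the single 10 µM screen, taking a fixed number of the strongest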;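 note: 0% = full reaction with DMSO carrier and 100% = background rate without enzyme reaction; no value below 0 was filed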
KRASV12 cytotoxicity = cytotoxicity in KRAS-transformed pancreatic duct cells, primary screen, cell-based, fluorescence, HTS (AID 431) | one-dose cytotoxicity, % at 10 µM; EC50 in µM for titrated hits | HPDE-C7K KRASV12 cells, Alamar Blue viability, 48 h; higher % means a stronger effect | hit rate 1.7% among 63,000;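 active = compounds whose percent cytotoxicity in the single-dose primary screen, scaled between solvent and toxic-drug controls, exceeds 50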;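 note: 0% = DMSO solvent wells and 100% = doxorubicin-treated wells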
Spn MK inh = S. pneumoniae MK inhibitors, primary screen, biochemical, PK/LDH-coupled NADH absorbance | mevalonate kinase [Streptococcus pneumoniae D39] | inhibition, % at 10 µM | hit rate 0.48% among 65,000 | purified MK, PK/LDH-coupled NADH absorbance 340 nm;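 active = ranked among the strongest by inhibition in the single 10 µM screen, a fixed top-ranked set picked for dose follow-up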; note: no value below 0 was filed
Bfl-1 inhibitors = Bfl-1 inhibitors, primary screen, biochemical, fluorescence polarization, FITC-Bid, mouse (AID 432); Bcl-2-related protein A1 (Mus musculus); FITC-Bid BH3 peptide fluorescence polarization displacement; higher % means a stronger effect; one-dose displacement, % at 20 µM; IC50 in µM for titrated hits; hit rate 0.02% among 64,000; in the data active = a potency from the dose series; inactive = the rest, 99 in 100 with displacement below about 15%; note: strong numbers were not always called active
DPM-DC inhibit = S. pneumoniae DPM-DC inhibitors, primary screen, biochemical, PK/LDH-coupled NADH fluorescence. diphosphomevalonate decarboxylase (Streptococcus pneumoniae D39). purified DPM-DC. calls only at 10 µM. hit rate 0.49% among 65,000;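 active = the 320 compounds with the highest percent inhibition in the single-dose primary screen, excluding strongly autofluorescent ones, cut at about 32% in these data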;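 note: kinetic rate of NADH fluorescence loss reporting ADP formed by the decarboxylase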
HPDE-C7 cytotoxicity = cytotoxicity in HPDE-C7 cells, cell-based, fluorescence, HTS (AID 430) | HPDE-C7 pancreatic duct cells viability, fluorescence; higher % means a stronger effect | one-dose cytotoxicity, % at 10 µM; EC50 in µM for titrated hits | hit rate 1.8% among 63,000;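 note: cells exposed to compound for 48 hours before viability readout; 0% = vehicle and 100% = reference cytotoxic drug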
HT1080 viability = cytotoxicity in HT1080 fibrosarcoma cells, cell-based, fluorescence readout (AID 620); cytotoxicity, % at 10 µM; hits with a dose series show EC50 in µM; HT1080 viability, fluorescence; higher % means a stronger effect; hit rate 0.42% among 87,000;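 note: cells exposed to compound overnight then 4 h with Alamar Blue; 0% = vehicle DMSO and 100% = killing control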
LYP inhibition = LYP phosphatase inhibitors, primary screen, biochemical, DiFMUP fluorescence, recombinant catalytic domain, 10 µM (AID 606); Tyrosine-protein phosphatase non-receptor type 22 (Homo sapiens); recombinant LYP catalytic domain, DiFMUP fluorescence; higher % means a stronger effect; one-dose inhibition, % at 10 µM; IC50 in µM for titrated hits; 52,000 tested, under 10 active;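 active = IC50 under 40 µM in the dose-response test; inactive = IC50 of 40 µM or more, or never dose-tested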
TNAP inhibition = human TNAP enzyme inhibitors, biochemical, luminescent (AID 518) | hit rate 0.09% among 64,000 | inhibition, % at 20 µM, or IC50 in µM where a hit was titrated | purified TNAP enzyme, luminescent substrate readout; higher % means a stronger effect; in the data active = a potency from the dose series; inactive = the rest, 99 in 100 with inhibition below about 22%;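 note: plate controls were vehicle for no effect and reference inhibitor for full effect; many of its hits are not listed in these tables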
PMK inhibit pilot replicates = second read-out of PMK inhibit, no call of its own (marks repeat the call); inhibition, %; measured here: pilot screen replicates
Spn MK inh pilot replicates = also measured in Spn MK inh; calls as there; inhibition, %; measured here: pilot screen replicates
DPM-DC inhibit pilot screen % = second read-out of DPM-DC inhibit, no call of its own (marks repeat the call); inhibition, %; measured here: pilot screen trials
Active calls of the source: *; i = inactive; . = no result given. Cut-off read from the data, not from the text of the source, unless noted: active = cytotoxicity above about 50%; inactive = the rest.

SMILES	PMK inhibit	KRASV12 cytotoxicity	Spn MK inh	Bfl-1 inhibitors	DPM-DC inhibit	HPDE-C7 cytotoxicity	HT1080 viability	LYP inhibition	TNAP inhibition	others
CCOC(=O)c1cnc2c(Cl)c(Cl)ccc2c1N1CCN(C)CC1	13.0	.	13.0	-2.1%	i	.	7.1%	.	9.9%
CCOC(=O)CSc1nc(CC)nc2ccccc12	10.0	-14.3%	2.0	-8.0%	i	-8.6%	8.9%	.	9.9%
CC(C)OC(=O)c1ccc(NC(=O)C2C3CC4OC(=O)C2C4C3)cc1 (stereo not given)	0.0	3.2%	2.0	-3.2%	i	5.1%	8.7%	10.1%	15.3%	PMK inhibit pilot replicates=0.0;Spn MK inh pilot replicates=0.0;DPM-DC inhibit pilot screen %=0.0
CCOC(=O)C1CCCN(c2c(N3CCN(c4cccc(Cl)c4)CC3)c(=O)c2=O)C1 (stereo not given)	6.0	2.8%	0.0	-1.5%	i	8.6%	0.9%	10.2%	3.8%
CC(=O)/C(C#N)=C1\NC(=O)C(Cc2ccccc2Cl)S1 (stereo not given)	5.0	47.1%	10.0	3.4%	i	47.7%	19.5%	0.5%	7.3%
O/N=C/c1ccc(OCC(O)COc2ccc(/C=N/O)cc2)cc1	5.0	4.9%	0.0	8.9%	i	4.8%	16.0%	11.4%	15.3%	PMK inhibit pilot replicates=0.0;Spn MK inh pilot replicates=0.5;DPM-DC inhibit pilot screen %=0.0
COC(=O)c1ccc2c(=O)n(CCCCCC(=O)N3CCN(c4ccc(F)cc4)CC3)c(=O)[nH]c2c1	15.0	-3.3%	0.0	-6.9%	i	0.8%	-0.4%	9.7%	-7.3%
COc1ccc(Cl)cc1NC(=O)CCN1CCN(c2ccccc2C)CC1	14.0	-7.2%	0.0	-0.9%	i	-18.0%	-0.5%	8.2%	7.2%	PMK inhibit pilot replicates=4.0;Spn MK inh pilot replicates=0.5;DPM-DC inhibit pilot screen %=2.5
CC(=O)Nc1ccccc1NC(=O)CN(C)S(=O)(=O)c1ccc(C)cc1	5.0	-9.6%	17.0	-4.3%	i	2.6%	-7.6%	4.7%	9.7%
O=C(NC1CCCCC1)c1ccc(Br)o1	15.0	-22.5%	10.0	-1.4%	i	-13.1%	26.2%	.	9.0%
CN(C)S(=O)(=O)c1ccc(C(=O)Nc2ccccc2OC(F)(F)C(F)F)cc1	1.0	-1.9%	0.0	-7.6%	i	-9.6%	-0.6%	9.9%	8.3%
CCOC(=O)N1CCN(c2nc(-c3ccco3)cc(C(F)(F)F)n2)CC1	22.0	-3.3%	12.0	-2.6%	i	-5.7%	-15.9%	-5.5%	-0.3%
CCCn1c(SCC(=O)c2ccc3c(c2)OCCO3)nc2c1c(=O)n(C)c(=O)n2C	17.0	-4.8%	8.0	1.8%	i	-2.2%	-8.2%	-1.9%	12.3%
O=C(Nc1nnc(-c2ccc3c(c2)CCCC3)o1)C1COc2ccccc2O1 (stereo not given)	10.0	-5.1%	0.0	-8.6%	i	6.9%	.	-1.4%	17.3%
CCNc1nc(N)nc(Oc2ccc(OCCOc3ccc(Cl)cc3Cl)nn2)n1	9.0	-3.0%	7.0	-2.5%	i	-3.6%	2.4%	3.0%	6.3%
CCN(CCCc1ccccc1)CCCc1ccccc1	8.0	40.1%	2.0	0.7%	i	41.8%	-0.5%	12.2%	7.5%	PMK inhibit pilot replicates=1.5;Spn MK inh pilot replicates=0.0;DPM-DC inhibit pilot screen %=1.0
CCc1nc2ccccc2c(C(=O)OCC(=O)NCCCN2CCCC2=O)c1C	12.0	-7.6%	9.0	-2.3%	i	-4.2%	-1.6%	.	0.6%
C=C(C)Cn1c(SCC(=O)O)nc2c1c(=O)[nH]c(=O)n2C	15.0	5.4%	3.0	0.4%	i	-1.1%	2.0%	-2.5%	6.6%
Cc1cc2n(n1)SC(Nc1ccccc1)N2 (stereo not given)	4.0	6.5%	6.0	4.5%	i	-11.1%	27.7%	-0.1%	3.3%
N#CC1=C(N)SC(N)=C(C#N)C1CCc1ccccc1	18.0	18.7%	13.0	-5.7%	i	20.7%	-2.0%	3.4%	3.8%	PMK inhibit pilot replicates=2.5;Spn MK inh pilot replicates=5.0;DPM-DC inhibit pilot screen %=8.0
COc1ccc(/C(CC2(O)C(=O)Nc3ccccc32)=N\O)cc1 (stereo not given)	0.0	3.2%	.	2.6%	i	-6.7%	9.8%	6.5%	6.6%
Cc1ccnc(NC(=O)CCC2COc3ccccc3O2)c1 (stereo not given)	0.0	-19.5%	0.0	-5.1%	i	2.2%	4.9%	-6.7%	6.5%
CCCc1[nH]nc2c1C(c1cccc(OC)c1)C(C#N)=C(N)O2 (stereo not given)	0.0	16.8%	10.0	-0.3%	i	4.3%	-1.1%	-0.2%	12.1%
C=CCNC(=O)C1CC(=O)N(c2ccc(Br)cc2)C1 (stereo not given)	3.0	0.2%	4.0	-10.6%	i	7.2%	-0.8%	4.1%	4.0%
COC(=O)C1=C(CN2CCCc3ccccc32)NC(=O)NC1c1ccc(F)cc1 (stereo not given)	10.0	10.2%	5.0	-0.1%	i	8.4%	4.9%	10.5%	6.4%
CCOc1ccc(-c2cc(CCCC(=O)NCCc3ccc(OC)c(OC)c3OC)no2)cc1	16.0	4.2%	26.0	17.0%	i	-8.7%	33.3%	14.6%	5.3%

In the list so far, five have a Cl atom.
SMILES	PMK inhibit	KRASV12 cytotoxicity	Spn MK inh	Bfl-1 inhibitors	DPM-DC inhibit	HPDE-C7 cytotoxicity	HT1080 viability	LYP inhibition	TNAP inhibition	others
CCOC(=O)c1cnc2c(Cl)c(Cl)ccc2c1N1CCN(C)CC1	13.0	.	13.0	-2.1%	i	.	7.1%	.	9.9%
CCOC(=O)C1CCCN(c2c(N3CCN(c4cccc(Cl)c4)CC3)c(=O)c2=O)C1 (stereo not given)	6.0	2.8%	0.0	-1.5%	i	8.6%	0.9%	10.2%	3.8%
CC(=O)/C(C#N)=C1\NC(=O)C(Cc2ccccc2Cl)S1 (stereo not given)	5.0	47.1%	10.0	3.4%	i	47.7%	19.5%	0.5%	7.3%
COc1ccc(Cl)cc1NC(=O)CCN1CCN(c2ccccc2C)CC1	14.0	-7.2%	0.0	-0.9%	i	-18.0%	-0.5%	8.2%	7.2%	PMK inhibit pilot replicates=4.0;Spn MK inh pilot replicates=0.5;DPM-DC inhibit pilot screen %=2.5
CCNc1nc(N)nc(Oc2ccc(OCCOc3ccc(Cl)cc3Cl)nn2)n1	9.0	-3.0%	7.0	-2.5%	i	-3.6%	2.4%	3.0%	6.3%
